# Screening results (PubChem)
# All columns: NCI-60 one-dose screen, growth in % after 48 h at 10 µM unless noted; 100 = growth as untreated, 0 = no growth, -100 = all killed.
# 786-0 = 786-0 renal cancer cells; actives 5.1% (n = 81,000)
# HT29 = HT29 colon cancer. actives 7.4% (n = 81,000)
# HCC-2998 = HCC-2998 colon cancer; actives 4.7% (n = 79,000); AID 1794799
# SW-620 = SW-620 colon cancer | actives 5.2% (n = 82,000) | AID 1794795
# HCT-116 = HCT-116 colon cancer. actives 7.3% (n = 82,000). AID 1794798
# HCT-15 = HCT-15 colon cancer | actives 5.2% (n = 82,000)
# UO-31 = UO-31 renal cancer; actives 5.2% (n = 81,000)
# SN12C = SN12C renal cancer cells | AID 1794767 | actives 3.8% (n = 81,000)
# TK-10 = TK-10 renal cancer cells; actives 3.9% (n = 81,000); AID 1794769
# * marks the source's active call; other numbers are inactive results; . = no result given; & = joins results of further samples; [ ] = remark or other dose. How the source made its calls: active means growth percent below 10; inactive means the rest.
No.	Structure	HT29	786-0	SN12C	HCC-2998	SW-620	HCT-116	UO-31	TK-10	HCT-15
1	CCOC(=O)N1CCN(CCCCOc2ccc(C(C)(C)CC)cc2)CC1	78	100	96	107	101	71	83	120	88
2	C=CCn1cccc1CNc1ccc(OC)cc1	107	100	104	107	103	103	82	95	102
3	O=c1[nH]c(=S)[nH]c2c1C(c1ccc(O)cc1)c1c([nH]c(=S)[nH]c1=O)N2	97	108	99	103	97	92	100	97	101
4	O=C(Nc1nc2ccc(OC(F)(F)F)cc2s1)Nc1c(F)cccc1F	91	90	78	88	103	78	85	.	90
5	N#C/C=C/c1ccsc1C(=O)O	105	105	106	103	101	94	80	100	116
6	C=CCc1cc(OC)ccc1O	91	98	92	109	89	93	71	92	97
7	Cc1ccc(Cc2cnc(NC(=O)/C=C/c3ccc(Cl)c(Cl)c3)s2)cc1	92	103	96	102	106	99	90	100	93
8	CC(=O)Nc1cccc(C(=O)NC(=S)Nc2ccc(C(=O)O)cc2)c1	112[100 µM]	106[100 µM]	114[100 µM]	109[100 µM]	109[100 µM]	111[100 µM]	84[100 µM]	122[100 µM]	112[100 µM]
9	COc1ccc(/C=N/NC(N)=O)cc1	112	103	101	102	101	103	91	101	100
10	N#C/C(=C\c1ccc2c(c1)OCO2)C(=O)Nc1sc2c(c1C#N)CCCC2	136	99	106	106	106	100	87	121	94
11	C#CCOc1nc(C)cc(C)c1C#N	107	100	104	103	97	99	86	96	96
12	CSc1nc(N)nc2c1ncn2C1OC(CO)C(O)C1O (stereo not given)	106	105	100	97	113	115	102	103	102
13	COc1ccc2nc(SCC(=O)Nc3ccc(F)cc3)[nH]c2c1	98	91	87	89	87	90	46	78	89
14	CC(=O)c1c(C)[nH]c(-c2nc3ccc(N4CCN(C)CC4)cc3[nH]2)c1-c1ccccc1	15	86	38	28	55	60	5.5*	24	15
15	COCCOC(=O)C1=C(C)NC(C)=C(C(=O)OC)C1c1cccc(C#N)c1 (stereo not given)	105	99	96	100	99	100	94	108	106
16	COc1ccc(NC(=O)[C@H](C)N)cc1C(=O)Nc1cccc(-c2cc(=O)c3c(OC)c(OC)c(OC)cc3o2)c1	70	63	55	65	94	75	30	71	50
17	CCn1cc(C(=O)N/N=C(\C)c2cccs2)c(=O)c2ccc(C)nc21	100	90	82	120	91	87	87	108	94
18	CC(C)(C)c1cc(C(C)(C)C)cc(S(=O)(=O)Nc2cc3ccccc3cc2C(=O)NCCN)c1	-44*	86	47	-39*	-78*	12	53	79	39
19	O=C(Nc1ccc(C2CCNCC2)cn1)c1ccccc1	86	110	92	108	98	94	92	106	106
20	COc1ccc(-c2nc3c(nc(C)c4ccc(-c5ccccc5)nc43)o2)cc1	100	102	112	105	115	96	79	105	99
21	CC(C)(C)NC(=O)Nc1ncccc1OCc1ccccc1Cl	60	86	83	93	81	61	62	73	64
22	Nc1ccc(Cl)cc1C(=O)N1CCN(c2ccc([N+](=O)[O-])cn2)CC1	88	86	70	102	102	96	.	57	89
23	COc1ccc2nc3cc(Cl)ccc3c(Nc3ccc(S(=O)(=O)Nc4nccs4)cc3)c2c1	87	104	88	99	98	81	74	104	98
24	O=C(/C=C/Nc1cc(-c2ccccc2)nn1-c1ccccc1)c1ccccc1	96	88	96	103	89	92	74	87	70
25	NC(=O)c1ncn2c(=O)n(CCF)nnc12	57	61	85	56	40	47	41	44	80
26	COC(=O)[C@]12CC[C@@H](C)[C@H](C)[C@@H]1C1=CC[C@@H]3[C@@]4(C)C(C=O)=C[C@@](C)(COS(C)(=O)=O)C4[C@H](O)C[C@@]3(C)[C@]1(C)CC2 (stereo not given in full)	-85*	-92*	-41*	-85*	-51*	-85*	-97*	-74*	-70*
27	CCNS(=O)(=O)c1ccc(Cl)cc1	98	93	.	96	109	73	95	94	101
28	O=S(=O)(Nc1ccc(-c2nc(-c3cccc(OCCN4CCOCC4)c3)c(-c3ccnc(Br)c3)[nH]2)cc1)c1ccccc1	2.7*	13	52	19	44	24	20	48	8.1*
29	Cc1cc2c(cc1C)-n1c(C)cc(=O)n1C(c1ccccc1Br)N2 (stereo not given)	102	101	101	107	93	105	94	105	97
30	CCOC(=O)C#Cc1c(C(=O)OCC)nnn1[C@@H]1O[C@H](COC(C)=O)[C@@H](OC(C)=O)[C@H]1OC(C)=O	89	102	89	105	14	92	65	62	44
31	Clc1ncc(Br)c(Cl)n1	100	99	97	105	103	104	85	90	99
32	COc1ccc2nc3cc(Cl)ccc3c(N3CCN(c4nccc(Nc5ccccc5)n4)CC3)c2c1	54	59	62	88	60	16	44	66	34
33	CC(C)C1(O)c2ccccc2Oc2ccccc21	102	107	102	107	105	105	92	106	107
34	CC(=O)OC1CC(C(C)C)CCC1C (stereo not given)	98	98	103	111	99	104	84	99	107
35	CCOC(=O)c1[nH]nc2c1C1(C(=O)N(C)c3ccccc31)C(C#N)=C(N)O2 (stereo not given)	112	107	100	100	107	105	91	115	96
36	CCOC(=O)C(C)(CSSCC(C)(NC(=O)c1ccc2ccccc2c1)C(=O)OCC)NC(=O)c1ccc2ccccc2c1 (stereo not given)	81	.	104	119	96	47	81	103	82
37	CCCCCCCCC1(C)CCC(=O)O1 (stereo not given)	97	98	90	98	101	99	88	102	116
38	COc1ccc(-c2cc(-c3cccnc3)nc3sc4c(N)c(C(C)=O)c(-c5ccccc5)nc4c23)cc1OC	53	69	80	80	109	68	52	78	74
39	Nc1nc(N)c(N=O)c(=O)[nH]1	102	109	107	92	95	97	102	86	100
40	C[C@H]1[C@H](C)CC[C@]2(C(=O)N3CCCNCC3)CC[C@]3(C)C(=CC[C@@H]4[C@@]5(C)CCC(=O)C(C)(C)[C@@H]5CC[C@]43C)[C@H]12	92	93	94	94	95	74	64	98	90
41	COc1ccc(C(=O)COc2cccc(/C=C3\COc4ccc5ccccc5c4C3=O)c2)cc1	61	83	69	64	28	59	-29*	125	89
42	O=[N+]([O-])c1ccc(O)c2ncccc12	20&81	42&67	42&36	45&52	26&33	21&17	31&60	56&83	21&31
43	CN1CCN(c2nc(Nc3ccc(O)cc3)nc3ccccc23)CC1	43	64	64	46	57	95	57	72	32
44	O/N=C(/C[n+]1ccccc1)c1ccc2ccccc2c1	102&97	99&90	95&99	95&101	91&98	83&90	98&80	108	93&100
45	COC(=O)/C(=C\c1ccc(O)c(O)c1O)c1nc(C#N)c(NCCO)o1	102	105	64	94	56	24	51	123	25
46	COc1cccc(N2CC(c3nc4ccccc4n3Cc3ccc(F)cc3)CC2=O)c1 (stereo not given)	99	100	100	112	99	88	76	105	90
47	COc1ccc(/C=N/NC(=O)c2c(Nc3ccccc3)nn(C)c2N)cc1	110	101	108	101	103	92	81	111	97
48	Cc1nn(-c2ccc(Cl)cc2)c2ncnc(N/N=C/c3ccccc3)c12	90	92	82	92	88	87	66	154	88
49	O=C(Nc1ccccc1)Oc1c(Cl)cc(Cl)c(Cl)c1Cl	101	96	99	99	113	77	84	117	100
50	COc1ccc2c(c1)c1c(OC(C)=O)c3c(nc1n2C(C)=O)-c1ccccc1C3	93	97	99	91	103	97	78	134	97

# (next part)
No.	Structure	HT29	786-0	SN12C	HCC-2998	SW-620	HCT-116	UO-31	TK-10	HCT-15
51	Cc1occc1-c1nc2s/c(=C/c3ccc(-c4cc(C(F)(F)F)ccc4Cl)o3)c(=O)n2n1	106	103	98	106	101	102	87	114	104
52	CCCCCc1cc(=O)[nH]c(=S)[nH]1	102	93	96	106	98	98	86	97	99
53	O=C1c2ccc(O)cc2C(=O)c2c1ccc(O)c2O	103	94	83	61	87	64	54	96	68
54	O=C1NC(=S)NC1(c1ccccc1)c1ccccc1	108	107	93	.	96	99	.	97	99
55	Cc1ccc(/C=N/N=C(N)N)cc1	108	103	102	86	97	90	79	108	106
56	Nc1ncnc2nc(-c3ccccc3)[nH]c12	97	108	93	112	104	107	83	106	100
57	CCOC(=O)Cc1cc(=O)[nH]n(-c2ccccc2)c1=O	116	108	110	96	109	113	85	109	103
58	CC(C)CC(C)OB(OC(C)CC(C)C)OC(C)CC(C)C (stereo not given)	105	.	97	111	113	114	.	110	98
59	COc1ccc(C2=C(c3ccccc3)c3ccc(OC(C)=O)cc3OC2(C)C)cc1	105	101	93	86	82	89	91	116	80
60	CCOCCc1cccc(C)n1	138	90	121	92	125	95	87	87	112
61	Cc1cc(C(C)(C)c2cc(C)c(O)c(CN(C)C)c2)cc(CN(C)C)c1O	76	73	96	82	93	55	59	94	81
62	Cc1nn(-c2ccccc2)c(C)c1C(=O)Nc1nnc(-c2ccco2)o1	101	106	99	93	104	104	91	136	80
63	CCCCC1=C(P(=O)(O)O)N[C@H](C(=O)OCC)CS1	96	91	107	83	96	94	81	93	97
64	CCCCC[C@H]1CC=C2C(=O)C=C[C@@H]2CC=CCCCC(=O)O[C@@H](CCCCC)CC=C2C(=O)C=C[C@@H]2CC=CCCCC(=O)O[C@@H](CCCCC)CC=C2C(=O)C=C[C@@H]2CC=CCCCC(=O)O1	-12*[8.75 µM]	-49*[8.75 µM]	-10*[8.75 µM]	-39*[8.75 µM]	2.3*[8.75 µM]	-90*[8.75 µM]	-97*[8.75 µM]	32[8.75 µM]	7.9*[8.75 µM]
65	CCN(CC)CC(O)Cc1ccccc1 (stereo not given)	105	97	104	98	98	93	87	100	95
66	C1CCCCNCCC1	95	109	108	112	.	107	92	125	113
67	Cc1ccc([C@@H]2C[C@@H]3Cc4cc(F)ccc4N2O3)o1	110	110	.	98	102	114	98	104	95
68	c1ccc2c(c1)Nc1ccncc1S2	90	109	98	.	92	82	79	109	100
69	O=C(c1nnc(NCc2ccccc2)o1)c1c[nH]c2ccccc12	108	104	102	73	101	87	93	94	66
70	CCCCCC(C)NCC(C)(C)O (stereo not given)	111	108	99	109	110	98	94	113	103
71	CC(O)c1cccnc1 (stereo not given)	107	104	102	99	101	101	90	101	98
72	O=c1oc2ccccc2cc1C1=Nn2c(nnc2C(F)(F)F)SC1	114	100	93	110	102	94	61	115	103
73	CN(C)c1ccc2c(c1)COC(=O)C2c1ccc(N)cc1 (stereo not given)	112	109	102	112	99	112	89	141	103
74	C=C(C)[C@@H]1CC[C@]2(C(=O)O)CC[C@]3(C)[C@H](CC[C@@H]4[C@@]5(C)C[C@@H](CC#Cc6ccc([N+](=O)[O-])cc6)[C@H](O)C(C)(C)[C@@H]5CC[C@]43C)[C@@H]12	35	51	39	43	44	14	34	38	22
75	Nc1nccc2c1ccn2-c1ccc(NC(=O)c2ccc(N3CCOCC3)c(C(F)(F)F)c2)cc1	-40*	-45*	49	39	-33*	4.5*	-41*	.	14

# Just HCT-116, for some of the entries so far:
no. | mol | HCT-116
57 | CCOC(=O)Cc1cc(=O)[nH]n(-c2ccccc2)c1=O | 113
54 | O=C1NC(=S)NC1(c1ccccc1)c1ccccc1 | 99

# Additional records.
No.	Structure	HT29	786-0	SN12C	HCC-2998	SW-620	HCT-116	UO-31	TK-10	HCT-15
76	C/C1=C\[C@H](O)C[C@](C)(O)/C=C/[C@H](C(C)C)CC[C@]2(C)O[C@H]2CC1	115	111	102	.	111	96	103	123	96
77	Cn1cc(-c2nn3cc(-c4cccnc4)nc3s2)c2ccccc21	11	60	33	60	17	17	32	81	12
78	O=C(CI)Nc1ccc(O)c2ccccc12	1.0*	-22*	-35*	82	-69*	-59*	-29*	-34*	-10*
79	CC(Br)C(=O)c1cccc2ccccc12 (stereo not given)	113	103	97	100	102	100	84	92	103
80	COc1ccc(OC)c(Nc2nc3nonc3nc2Nc2cccc(Br)c2)c1	3.5*	22	12	25	12	11	3.4*	7.4*	13
81	CCOC(=O)Nc1ccc2nc(-c3cscn3)[nH]c2c1	15	68	51	66	20	22	51	63	38
82	Fc1cccc(Cl)c1-c1nnc(CN2C=NC3C(N4CCOCC4)=NC=NC32)o1 (stereo not given)	110	102	98	117	96	108	75	129	107
83	COc1ccc(-c2cc(-c3cn(-c4cccc(Cl)c4)nc3-c3ccc(OC)cc3)nc(N)n2)cc1	89	92	85	105	91	89	83	110	77
84	O=C1c2ccccc2C(=O)N1c1ccccc1	104	105	97	102	109	105	89	117	105
85	O=c1[nH]c2ccccc2cc1COc1ccc(Nc2nccc(-c3ccc(Cl)cc3)n2)cc1	105	88	100	116	105	96	99	111	101
86	CC1(C)CC(=O)C(/C=N/C(=S)NCCc2ccccc2)=C(O)C1	99	98	108	103	102	103	92	96	105
87	O=C(Nc1ncc(Cc2ccccc2)s1)c1ccc2c(c1)OCCCO2	9.7*	36	40	22	38	23	48	56	22
88	Cc1cc(-c2cc(C)c(O)c(C)c2)cc(C)c1O	96	.	91	92	77	84	77	91	71
89	COc1cccc(CNCCN2C(=O)c3ccc4c5c(ccc(c35)C2=O)C(=O)N(CCNCc2cccc(OC)c2)C4=O)c1	2.4*	81	86	98	-33*	-42*	60	100	9.2*

# 7 entries out of the list, sorted by molecular weight, high to low.
No.	Structure	HT29	786-0	SN12C	HCC-2998	SW-620	HCT-116	UO-31	TK-10	HCT-15
85	O=c1[nH]c2ccccc2cc1COc1ccc(Nc2nccc(-c3ccc(Cl)cc3)n2)cc1	105	88	100	116	105	96	99	111	101
80	COc1ccc(OC)c(Nc2nc3nonc3nc2Nc2cccc(Br)c2)c1	3.5*	22	12	25	12	11	3.4*	7.4*	13
77	Cn1cc(-c2nn3cc(-c4cccnc4)nc3s2)c2ccccc21	11	60	33	60	17	17	32	81	12
86	CC1(C)CC(=O)C(/C=N/C(=S)NCCc2ccccc2)=C(O)C1	99	98	108	103	102	103	92	96	105
78	O=C(CI)Nc1ccc(O)c2ccccc12	1.0*	-22*	-35*	82	-69*	-59*	-29*	-34*	-10*
81	CCOC(=O)Nc1ccc2nc(-c3cscn3)[nH]c2c1	15	68	51	66	20	22	51	63	38
79	CC(Br)C(=O)c1cccc2ccccc12 (stereo not given)	113	103	97	100	102	100	84	92	103
